EBNA-1 inhibitor – EBNA-1 DNA-binding inhibitors, primary screen, biochemical, fluorescence polarization | inhibition, % at 14.8 µM | 300,000 compounds, 0.34% hits | AID 1950, 2009; in the data active means inhibition above about 28%
PREPL inhibitor – PREPL enzyme inhibitors, primary screen, biochemical, fluorescence polarization | Prolyl endopeptidase-like (Homo sapiens), Q4J6C6 | recombinant PREPL, fluorescence polarization activity-based probe | inhibition, % at 5.96 µM | 320,000 compounds, 0.68% hits | AID 2751, 2010; in the data active means inhibition above about 43%;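 further: 0% = enzyme with DMSO and 100% = wells lacking enzyme; many of its hits are not listed in these tables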
HCV core dimer – inhibitors of HCV core protein dimerization, primary screen, biochemical, TR-FRET, high-throughput; 300,000 compounds, 0.33% hits; inhibition, % at 5 µM; TR-FRET GST/Flag-core106 dimerization, 1536-well;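 active means inhibition above the mean of all tested compounds plus 3 SD, set per screening campaign, cut at about 45% in these data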
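System: GST/Flag-tagged HCV core106 proteins. Incubation: compound-protein-antibody incubation 4 h at 22.5 °C. Technique: HTRF with 340 nm excitation, 617/671 nm emission. Medium: KF-containing HEPES buffer, pH 7.45, DTT, CHAPS, BSA. Read-out: inhibition (%) from 671 over 617 nm ratio. Also added: Eu(K)-anti-GST 90 ng/mL plus XL665-anti-Flag 1 µg/mL.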
ZTA counter – blocks Epstein-Barr virus ZTA, an EBNA-1 counter-screen | P03206 | ZTA-DNA binding, fluorescence polarization | inhibition, % at 11 µM | 320,000 compounds, 0.15% hits | AID 2234; in the data active means inhibition above about 33%
Target sequence (P03206 whole entry, looked up): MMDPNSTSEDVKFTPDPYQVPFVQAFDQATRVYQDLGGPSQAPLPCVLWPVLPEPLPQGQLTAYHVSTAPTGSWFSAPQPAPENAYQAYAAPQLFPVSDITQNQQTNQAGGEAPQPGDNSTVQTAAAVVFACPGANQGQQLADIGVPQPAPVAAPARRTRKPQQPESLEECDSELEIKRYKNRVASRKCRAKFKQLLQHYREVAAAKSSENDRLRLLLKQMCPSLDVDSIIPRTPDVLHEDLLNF
PP5 primary – PP5 phosphatase inhibitors, primary screen, biochemical, fluorescence; inhibition, % at 6.7 µM; Serine/threonine-protein phosphatase 5 (Homo sapiens), P53041; AID 1987, 2009; purified PP5c, OMFP substrate fluorescence; 320,000 compounds, 0.18% hits;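 active means inhibition above the campaign's mean inhibition across all tested compounds plus 3 SD, cut at about 9.5% in these data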;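 further: 0% = DMSO only and 100% = 100 µM cantharidin control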
Efflux pump mplx – inhibitors of Candida efflux pumps in yeast, primary screen, S. cerevisiae, Nile Red, multiplex; S. cerevisiae Candida pump triplex; inhibition, % at 10 µM; 330,000 compounds, 0.44% hits;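 active means plate passing quality check with inhibition over a set limit, or well fluorescence over plate mean plus 4 SD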;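 further: Nile Red retained in pooled yeast measured as flow cytometry median fluorescence; 0% = buffer negative control and 100% = Enniatin B positive control; higher means more Nile Red kept so more efflux inhibition; some compounds called inactive have numbers as strong as hits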
TPT1 inhibitor – Candida albicans TPT1 enzyme inhibitors, primary screen, biochemical, fluorescence polarization. tRNA 2'-phosphotransferase TPT1 (Candida albicans SC5314). 300,000 compounds, 0.81% hits. inhibition, % at 5 µM. recombinant caTPT1, FP RNA substrate dephosphorylation;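 active means inhibition above the mean of all tested compounds plus 3 SD, set per screening campaign, cut at about 24% in these data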;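 further: plate controls were DMSO alone for no effect and ferristatin control at 100 nM for full effect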
Fh CTSL1 inh – Fasciola hepatica cathepsin L1 inhibitors, primary screen, counter-screen for PFM18AAP inhibitor project, biochemical, QFRET, fluorogenic peptide substrate | recombinant F. hepatica cathepsin L1, Z-Leu-Arg-MCA fluorescence | inhibition, % at 5.96 µM | 300,000 compounds, 0.49% hits;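 active means inhibition above the mean of all tested compounds plus 3 SD, set per screening campaign, cut at about 17% in these data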;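 further: 0% = plate median of test compound wells and 100% = 1 µM Z-Phe-Ala-diazomethylketone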
PP1 counter – PP1-alpha phosphatase inhibitors, primary screen, counter-screen for PP5 inhibitor project, biochemical, fluorescence, OMFP substrate, single point. Serine/threonine-protein phosphatase PP1-alpha catalytic subunit (Homo sapiens), P62136. purified PP1alpha. inhibition, % at 6.7 µM. 320,000 compounds, 0.9% hits;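 active means inhibition above the mean inhibition of all tested compounds plus 3 SD, computed separately for each screening campaign, cut at about 15% in these data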
Target sequence (P62136 whole entry, looked up): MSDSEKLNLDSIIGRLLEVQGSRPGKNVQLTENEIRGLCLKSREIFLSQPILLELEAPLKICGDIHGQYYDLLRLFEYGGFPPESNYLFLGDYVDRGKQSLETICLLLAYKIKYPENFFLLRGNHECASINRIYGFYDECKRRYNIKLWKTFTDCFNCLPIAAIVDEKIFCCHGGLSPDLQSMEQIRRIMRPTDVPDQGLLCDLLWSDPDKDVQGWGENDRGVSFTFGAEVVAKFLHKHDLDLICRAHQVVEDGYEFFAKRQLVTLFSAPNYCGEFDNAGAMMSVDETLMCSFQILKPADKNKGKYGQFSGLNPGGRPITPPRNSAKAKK
* = called active by the depositor; . = not tested or not shown.

Structure	EBNA-1 inhibitor	PREPL inhibitor	HCV core dimer	ZTA counter	PP5 primary	Efflux pump mplx	TPT1 inhibitor	Fh CTSL1 inh	PP1 counter
COc1ccc(C2CC(=O)c3c(ccc4ccccc34)N2)cc1OC (centres undefined)	-8	14	5	-19	1.7	-0.1	-3	7	-4
COc1cccc(Nc2nc(-c3ccccc3O)nc3ccccc23)c1	17	13	20	24	2.0	-0.1	-2	7	-1
C#CC[N+](CC)(CC)CC#Cc1ccccc1	-2	-2	-6	8	1.4	0.1	-4	-2	-2
CCCCCn1c(SCc2ccncc2)nc2cc(C(=O)NCc3ccco3)ccc2c1=O	-4	2	12	-9	3.0	0.0	0	-1	16*
CCOC(=O)c1cnc(C(F)(F)F)nc1Oc1ccccc1	-11	22	-6	-12	2.5	-0.1	-4	-4	0
Cc1ccc(OCCC(=O)Nc2ccc(S(=O)(=O)Nc3cc(C)nc(C)n3)cc2)cc1	9	2	-1	5	1.8	0.0	-2	-2	-1
O=C(Cn1cnc2ccccc2c1=O)N/N=C/c1ccc(Br)cc1	4	1	2	0	-1.2	-0.1	-3	2	-2
CCC(C)CCN1C(N(C)C)=NC[C@@H]1CC(C)C (some centres undefined)	-13	17	-11	-16	0.3	-0.1	3	1	1
C=CCNC(=S)NNC(=O)c1ccc(Br)cc1	1	7	-8	-7	-1.8	-0.1	-1	4	1
CSc1ncccc1C(=O)Nc1ccc2nc(C)sc2c1	-10	1	5	-8	3.0	-0.1	2	-4	-1
O=C(c1ccccc1Br)N1CCN(c2ccccc2)CC1	13	8	-3	0	4.4	-0.1	-2	0	0
Cn1ccnc1SCC(=O)Nc1cc(C(F)(F)F)ccc1N1CCOCC1	-7	7	-2	13	1.8	0.1	0	1	-9
COc1cccc(C2=NOC(C(=O)Nc3cccnc3Cl)C2)c1OC (centres undefined)	-12	-5	5	-13	0.9	0.0	-2	-4	-2
CC(=O)Nc1ccc(S(=O)(=O)NNC(=O)COc2ccc(Cl)cc2Cl)cc1	-5	-12	-1	-8	2.3	-0.1	-1	2	-4
CC(=O)c1c(N)[nH]c(-c2ccccc2)nc1=S	-16	1	-4	-3	2.3	0.2	1	3	1
COc1ccc(C(=O)COC(=O)CCN=C2NS(=O)(=O)c3ccccc32)c(OC)c1	15	-6	0	11	-3.4	0.1	-1	4	-8
Cc1sc(NC(=S)NC(=O)c2ccc(C(C)(C)C)cc2)c(C#N)c1C	5	0	5	-1	4.7	-0.1	1	0	-5
COc1cccc(C(=O)N(Cc2ccc3c(c2)OCO3)Cc2nc3ccccc3c(=O)[nH]2)c1	9	-4	3	20	0.9	0.2	0	2	-3
Cc1ccc(NC(=O)NNC(=O)c2ccccc2)cc1	6	-11	1	-1	-0.2	-0.2	-1	-1	1
COc1ccc(C(=O)NCc2nnc(SCC(=O)N3CCCCCC3)o2)cc1OC	5	5	0	-1	-1.4	-0.1	2	2	-2
COc1ccccc1NC(=O)COc1ccc(CO)cc1Cl	1	9	1	12	2.5	0.1	1	3	-5
O=C(COc1cc(Cl)c(Cl)cc1Cl)NCCc1ccccn1	5	1	-6	-6	2.5	0.1	-3	-3	1
COc1ccc([N+](=O)[O-])cc1N(CC(O)Cn1nnc2ccccc21)S(=O)(=O)c1ccc(C)cc1 (centres undefined)	10	-12	2	14	2.3	0.0	1	-1	2
COc1ccccc1C(=O)COC(=O)c1ccccc1OCC(=O)Nc1ccc(SC(F)F)cc1	-1	0	6	25	0.3	11*	2	4	1
CCOC(=O)C1(Cc2ccccc2)CCN(Cc2ccc3cc(NC(C)=O)ccc3n2)CC1	-15	-7	4	20	2.2	0.0	4	1	-4
CSc1ccccc1NC(=O)Nc1ccc(Cl)cc1	-5	11	-6	-1	3.6	-0.1	-2	3	1
CCS(=O)(=O)N1CCC(C(=O)NCCC2=CCCCC2)CC1	14	4	-1	6	-0.3	0.0	-3	-4	9
Cc1nn(-c2ccccc2)c(C)c1/C=C/C(=O)OCC(=O)Nc1ccc(S(N)(=O)=O)cc1	.	5	.	-9	4.2	-0.3	.	.	-3
Fc1ccc(OCc2nnc(SCCN3CCOCC3)o2)cc1	-2	17	0	-26	1.7	-0.1	-3	-5	-1
CC(C)(C)NC(=O)NC(=O)COC(=O)c1cccc(OC(F)F)c1	12	-7	0	2	1.8	0.0	0	-8	-1
COc1ccccc1N(C(=O)CNC(=O)c1ccco1)C(C(=O)NC1CCCC1)c1ccco1 (centres undefined)	-11	7	-6	4	1.6	-0.1	-1	-6	4
COC(C(=O)NC(C(C)C)C(C)C)c1ccccc1 (centres undefined)	5	2	2	0	-1.4	-0.1	-1	-1	-1
O=C1C2C3CCC(C3)C2C(=O)N1CNc1ccccc1 (centres undefined)	1	10	-10	4	2.1	0.0	-4	2	-2
Cc1oc2cc3oc(=O)c(CCC(=O)NC4CC4)c(C)c3cc2c1C	-5	23	-5	4	3.7	0.1	-1	4	-4
CN(C)Cc1nnnn1-c1cccc(-n2nnnc2CN(C)C)c1	6	1	1	10	-0.3	-0.3	-2	3	-1
O=C(C1CCN(S(=O)(=O)c2cccc3nsnc23)CC1)N1CCn2c1nc1ccccc12	-2	8	9	2	0.5	0.0	-2	-5	-1
CCOc1ccccc1NC(=O)c1c(Br)cnn1C	4	2	0	-4	1.8	-0.1	-1	-2	-3
Cn1c(=O)[nH]c(=O)c2[nH]c(CN3CCN(C(=O)c4ccco4)CC3)nc21	7	7	-14	-2	-1.7	-0.1	-4	4	-1
COc1ccc(/C=C(\NC(=O)c2ccccc2)C(=O)N2CCN(C)CC2)cc1OC	2	-1	4	2	1.0	-0.2	0	1	-3
COc1ccc(-c2[nH]ncc2CN2CCCO2)c(F)c1	-14	-3	0	-7	2.9	0.2	-2	-6	3
O=C(CSc1nnc(Cc2ccccc2)o1)NCc1ccco1	6	2	-3	-3	-1.7	0.1	-3	16	1
CN1C(=O)NC(c2ccccc2Cl)C2=C1CC(C)(C)CC2=O (centres undefined)	3	22	-21	0	-0.4	-0.1	-2	1	2
COc1ccccc1NC(=O)N1CCCC1C(=O)NCCc1ccccc1 (centres undefined)	-6	0	0	-9	1.2	0.1	2	-1	1
CC(C)NS(=O)(=O)c1ccc(N2C(=O)c3ccccc3C2=O)cc1	10	0	3	10	-0.9	-0.1	-5	0	-3
Cc1cc(C)cc(NC(=O)CCc2ccc(C)o2)c1	-5	20	10	8	2.9	0.3	2	0	2
CC1(c2ccc(Cl)cc2)NC(=O)N(CC(=O)NCc2cccs2)C1=O (centres undefined)	1	-8	-3	4	2.7	0.1	2	-5	-2
Cn1cccc1CC(=O)NNC(=S)NC(=O)c1ccccc1Br	8	14	0	18	-0.6	-0.1	-1	0	4
O=S(=O)(c1ccc2c(c1)OCCO2)N1CCN(c2nc(-c3cccnc3)nc3ccccc23)CC1	0	-9	2	-3	-0.1	0.2	1	-2	-1
CC(C)Cn1c(N)c(C(=O)COC(=O)/C=C/c2cccs2)c(=O)n(C)c1=O	2	-13	2	-9	3.1	0.0	0	0	0
Cc1nnc(SCC2=C(C(=O)O)N3C(=O)C(NC(=O)c4cc(F)c(F)cc4Cl)C3SC2)s1 (centres undefined)	3	4	1	-7	-0.6	0.0	-2	6	0
C/C(O)=C\c1nc(=O)c2c(C)cc(C)nc2n1-c1ccccc1	1	11	2	-11	0.7	-0.1	-1	3	0
Cc1cc(=O)oc2c(C)c(OC(C)C(=O)NC3CCN(Cc4ccccc4)CC3)ccc12 (centres undefined)	2	4	1	1	-3.2	0.0	-3	-6	1
COc1ccc(/C=C2\SC(=S)N(CC(=O)NC3CCS(=O)(=O)C3)C2=O)cc1 (centres undefined)	6	1	12	-5	2.1	0.0	-2	4	-1
CC(C)c1ccc(-c2nnn(CCC#N)n2)cc1	-9	-6	-2	-3	0.5	-0.1	-4	0	-3
Brc1cccc(/C=N\n2cnnc2)c1	8	2	1	15	0.4	0.1	6	2	-3
S=C1CCC(c2ccc(Br)cc2)=NN1c1ccccc1	-4	5	-5	-14	-0.2	0.1	1	3	12

Single entries from the entries so far:
PREPL inhibitor with Cc1nnc(SCC2=C(C(=O)O)N3C(=O)C(NC(=O)c4cc(F)c(F)cc4Cl)C3SC2)s1 (centres undefined) stands at 4
PP5 primary with CC(C)Cn1c(N)c(C(=O)COC(=O)/C=C/c2cccs2)c(=O)n(C)c1=O stands at 3.1

Further compounds.
Structure	EBNA-1 inhibitor	PREPL inhibitor	HCV core dimer	ZTA counter	PP5 primary	Efflux pump mplx	TPT1 inhibitor	Fh CTSL1 inh	PP1 counter
COc1ccc(CCNC(=O)c2cc(-c3ccccn3)nc3c(Cl)cccc23)cc1OC	-6	-2	9	-2	-1.9	0.2	-2	11	-7
O=C(COc1ccc2ccccc2c1)N1CCN(c2ccccc2)CC1	2	-6	6	4	-2.3	-0.1	2	-4	2
O=C(NC(=S)N1CCOCC1)C12CCC3CC(CC(C3)C1)C2	-9	-2	-8	-5	1.6	-0.1	0	-5	2
COc1ccc(/C=C/C(=O)NC(=S)NNC(=O)c2cccnc2)cc1OC	4	-5	2	12	0.2	0.0	2	6	3
Cc1cccc(NC(=O)COc2nsnc2N2CCOCC2)c1	7	3	3	2	-3.0	-0.2	-2	7	-5
COC(=O)C1=C(Nc2ccccc2NC(=O)CCCC(=O)O)CSC1	4	12	-5	-16	1.4	0.2	0	-3	-4
CCn1c(SCC(=O)NC(C)c2ccccc2)nc2ccccc21 (centres undefined)	-6	6	0	-4	-1.7	0.0	2	6	-3

One compound at a time, from the list above. Screens in order: EBNA-1 inhibitor | PREPL inhibitor | HCV core dimer | ZTA counter | PP5 primary | Efflux pump mplx | TPT1 inhibitor | Fh CTSL1 inh | PP1 counter
Profile of `COc1ccc(/C=C/C(=O)NC(=S)NNC(=O)c2cccnc2)cc1OC` = 4 | -5 | 2 | 12 | 0.2 | 0.0 | 2 | 6 | 3
Profile of `COc1ccc(CCNC(=O)c2cc(-c3ccccn3)nc3c(Cl)cccc23)cc1OC` = -6 | -2 | 9 | -2 | -1.9 | 0.2 | -2 | 11 | -7
Profile of `Cc1cccc(NC(=O)COc2nsnc2N2CCOCC2)c1` = 7 | 3 | 3 | 2 | -3.0 | -0.2 | -2 | 7 | -5
Profile of `CCn1c(SCC(=O)NC(C)c2ccccc2)nc2ccccc21` (centres undefined) = -6 | 6 | 0 | -4 | -1.7 | 0.0 | 2 | 6 | -3
Profile of `O=C(COc1ccc2ccccc2c1)N1CCN(c2ccccc2)CC1` = 2 | -6 | 6 | 4 | -2.3 | -0.1 | 2 | -4 | 2

These rows are one share of the data (hit frequency here may not be typical).
